# Arrestin-AP2 inh: inhibitors of beta-arrestin/AP2 binding, primary screen, biochemical, GPCR trafficking, flow cytometry. inhibition, % at 10 µM. FITC-arrestin peptide / GST-AP2 beads; AP2 beta2 appendage carries R879A mutation. 340,000 compounds, 0.31% hits. AID 504490, 2011;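 active means inhibition above a set limit, near 3 SD of compounds lacking own fluorescence, cut at about 54% in these data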;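 further: plate controls were DMSO wells for no effect and 5 µM unlabelled arrestin peptide for full effect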
#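 Material – AP2 appendage R879A on GSH beads · Buffer or medium – PBS with 0.05% Tween 20 and 0.1% BSA · Probe or stimulus – fluorescein-tagged arrestin peptide at 50 nM final · Incubation – compound with beads 12 min RT, then probe 1 h RT · Detection – high-throughput flow cytometry of beads, ex 488, em 535 nm · Evaluation – percent response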
# PfHsp90 set2: growth inhibition of PfHsp90-expressing yeast, primary screen, antimalarial PfHsp90 inhibitor project, S. cerevisiae, BacTiter-Glo luminescence, single point, set 2. 310,000 compounds, 0.32% hits. inhibition, % at 9.4 µM. BacTiter-Glo ATP, 48 h; yeast lacking PDR1 and PDR3 efflux regulators;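 active means every replicate shows inhibition above about 80%, whatever the replicate mean, limit read from the data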;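 further: 0% = DMSO neutral controls and 100% = 20 µM radicicol positive controls; yeast relying on Plasmodium falciparum Hsp90 in place of its own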
# Mot1-301 SUMO: yeast Mot1-301 growth rescue at high temperature, primary screen, SUMOylation pathway inhibitor project, S. cerevisiae, ATP luminescence, 38.5C | 320,000 compounds, 1% hits | S. cerevisiae Mot1-301 growth rescue; percent above DMSO median, 100 means doubled | growth rescue, % at 18.8 µM | AID 2716, 2010;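 active means every valid replicate shows activation above 250% relative to neutral control wells; inactive means the rest, any valid replicate at or below 250%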;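 further: OY570 slx delta 5 strain wells were the positive control but not used for scaling; some compounds called inactive have numbers as strong as hits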
# DSG3 Ab inh: inhibitors of pemphigus antibody binding to DSG3, primary screen, biochemical, bead-based, flow cytometry, scFv-GFP; DSG3-coupled beads, scFv-anti-DSG3-GFP binding; active compounds read low; 310,000 compounds, 0.48% hits; binding (percent of control), % at 10 µM; AID 588358, 2011;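 active means binding more than 3 SD below its plate's average and above zero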;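 further: hits lower antibody fragment binding to DSG3; some compounds called inactive have numbers as strong as hits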
# Target sequence (P32926 whole entry, looked up, the tested form may be a part): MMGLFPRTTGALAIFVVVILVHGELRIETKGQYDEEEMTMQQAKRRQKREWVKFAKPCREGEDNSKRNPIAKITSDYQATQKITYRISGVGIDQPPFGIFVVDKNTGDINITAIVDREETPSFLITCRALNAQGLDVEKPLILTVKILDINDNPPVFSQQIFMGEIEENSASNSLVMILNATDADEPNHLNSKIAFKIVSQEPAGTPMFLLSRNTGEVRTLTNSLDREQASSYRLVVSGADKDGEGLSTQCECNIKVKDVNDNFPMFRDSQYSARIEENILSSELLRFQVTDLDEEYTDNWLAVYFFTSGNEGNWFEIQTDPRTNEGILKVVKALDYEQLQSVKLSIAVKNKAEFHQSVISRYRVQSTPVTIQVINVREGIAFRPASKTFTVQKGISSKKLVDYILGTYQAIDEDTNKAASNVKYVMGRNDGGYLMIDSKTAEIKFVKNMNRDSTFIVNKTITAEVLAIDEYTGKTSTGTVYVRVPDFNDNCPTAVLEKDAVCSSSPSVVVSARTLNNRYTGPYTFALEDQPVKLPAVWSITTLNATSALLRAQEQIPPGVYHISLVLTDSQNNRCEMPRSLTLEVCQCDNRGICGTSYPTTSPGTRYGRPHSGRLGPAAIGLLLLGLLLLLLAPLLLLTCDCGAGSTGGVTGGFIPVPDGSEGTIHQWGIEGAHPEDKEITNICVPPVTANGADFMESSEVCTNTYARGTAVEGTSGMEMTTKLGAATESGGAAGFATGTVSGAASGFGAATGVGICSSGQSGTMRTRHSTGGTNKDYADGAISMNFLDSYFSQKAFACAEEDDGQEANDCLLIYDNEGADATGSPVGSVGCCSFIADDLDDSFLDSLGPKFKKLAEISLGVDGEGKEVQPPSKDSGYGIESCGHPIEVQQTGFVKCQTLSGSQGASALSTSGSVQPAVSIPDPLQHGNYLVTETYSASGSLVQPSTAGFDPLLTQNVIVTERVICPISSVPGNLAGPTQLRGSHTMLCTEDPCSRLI
# AddAB inh: growth inhibition of E. coli expressing H. pylori AddAB, primary screen, AddAB inhibitor project, absorbance. inhibition, % at 11.9 µM. 330,000 compounds, 0.29% hits. AID 435030, 2010; in the data active means inhibition above about 12%;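 further: 0% = vehicle wells of infected cells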
# E coli growth: E. coli V3065 growth inhibition, primary screen, counter-screen for AddAB inhibitor project, absorbance, OD600; 18 h; inhibition, % at 11.9 µM; 330,000 compounds, 0.27% hits;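 active means inhibition above the campaign's mean inhibition across all tested compounds plus 3 SD, cut at about 9.9% in these data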;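 further: uninfected addAB+ strain grown without phage in ampicillin broth; 0% = DMSO wells and 100% = ciprofloxacin 0.95 µg/ml wells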
# phage Ecoli inh: growth loss of phage-infected E. coli, primary screen, RecBCD inhibitor project, absorbance, with phage, HTS; inhibition, % at 11.9 µM; 360,000 compounds, 0.26% hits; AID 651602, 2012; in the data active means inhibition above about 11%
# OPRM1-OPRD1 ag: agonists of OPRM1-OPRD1 heterodimerization, primary screen, cell-based, luminescence; cells; activation, % at 9.3 µM; 340,000 compounds, 0.3% hits; in the data active means activation above about 18%;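 further: 0% = vehicle-treated cells and 100% = reference agonist; values of inactives mirror those of a sister screen read the other way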
# Tat export inh: E. coli Tat export inhibitors, primary screen, MC4100, TorA-mCherry reporter, fluorescence, single point; inhibition, % at 10 µM; 340,000 compounds, 0.036% hits;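 active means mean replicate inhibition at least 50% and at least half of replicates individually reaching 50%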;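 further: exported cargo escapes ClpAP degradation while cytoplasmic cargo is degraded and loses fluorescence; 0% = median of neutral control wells and 100% = median of NaSCN control wells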
# PKA-R1A act: activators of PKA-R1A holoenzyme, primary screen, biochemical, fluorescence polarization, Cy5-IP20, bovine R1A, mouse PKAc; cAMP-dependent protein kinase type I-alpha regulatory subunit (Bos taurus) + …; PKA-R1A dissociation; scaled: DMSO 0%, 113 µM cGMP 100%; activation, % at 11.4 µM; 340,000 compounds, 0.083% hits;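 active means percent activation above the mean of all tested compounds plus 3 SD, cut at about 19% in these data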;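 further: higher means more PKAc released from R1A so a rise in polarization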
# MOR-DOR inv ag: inverse agonists of MOR-DOR heterodimerization, primary screen, cell-based, luminescence; cell-based MOR-DOR heterodimer luminescence, inverse agonism; Mu-type opioid receptor (Homo sapiens) + Delta-type opioid receptor (Homo sapiens), …; 340,000 compounds, 0.21% hits; AID 504357, 2011; inhibition, % at 9.3 µM; in the data active means inhibition above about 22%, passing the limit was not always enough;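 further: 0% = cells with DMSO and 100% = wells without cells with DMSO; values of inactives mirror those of a sister screen read the other way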
# Active calls of the source: *; nt = not tested or not shown.
SMILES,Arrestin-AP2 inh,PfHsp90 set2,Mot1-301 SUMO,DSG3 Ab inh,AddAB inh,E coli growth,phage Ecoli inh,OPRM1-OPRD1 ag,Tat export inh,PKA-R1A act,MOR-DOR inv ag
CC(=O)N1CCCN(C(=O)c2ccc3nc(Cc4cccc(Cl)c4)oc3c2)CC1,6,-14,0,102,1.7,1.8,2.3,-2.4,3,-8,13
CC1CC(C)(C)CC2(C1)NC(=O)N(CC(=O)N1CCN(S(=O)(=O)c3cccs3)CC1)C2=O (stereo unspecified),-9,11,-9,nt,1.1,0.7,0.1,-1.3,-2,-15,5
COc1ccc(C(=O)NC(C(=O)NCC2(N3CCCCC3)CCCCC2)C(C)C)cc1 (stereo unspecified),1,33,-12,101,-1.4,-1.2,3.0,-0.6,-5,-15,2
COc1ccccc1NS(=O)(=O)c1cc(NC(=O)c2ccccc2C)ccc1N1CCOCC1,-15,7,nt,101,nt,nt,0.1,-3.3,14,-2,13
O=C(Nc1ccncc1)c1ccc(Br)cc1,43,-7,42,114,2.8,2.1,2.9,-1.2,-9,1,6
CCc1cc(CN2CCOCC2)c(NC(=O)c2ccccc2)s1,12,nt,-9,116,3.1,6.3,2.6,-2.0,7,-4,10
CCc1nonc1NC(=O)c1oc2ccc(F)cc2c1C,-7,-47,nt,99,4.9,-1.0,1.5,7.5,2,6,-38
O=C(CC(NS(=O)(=O)c1ccc(Cl)cc1)c1ccco1)NC1CCCC1 (stereo unspecified),3,0,-1,106,1.9,1.1,nt,1.5,6,-3,-6
CC(C)CNC(=O)CSc1nnc2ccccn12,-8,nt,-19,123,0.3,0.4,1.2,-1.4,-1,-16,7
O=S(=O)(NC1CC2CCC1C2)c1ccc2c(c1)OCCO2 (stereo unspecified),3,21,2,92,-0.4,-2.8,1.6,-2.8,0,7,15
Cc1cc(Br)ccc1NC(=O)CN(C)C(=O)COc1cccc2c1OC(C)(C)C2,1,3,9,102,1.7,0.6,3.5,-0.5,8,0,3
O=C(O)CC/C(=N/NC(=O)c1cn(-c2ccccc2)nc1-c1ccccc1)C(=O)O,1,nt,6,106,1.8,-1.5,3.6,2.1,4,12,-13
CCOC(=O)CC1=NN(c2ccccc2)C(=O)/C1=C\c1ccc(OC)cc1OC,21,-2,-1,81,-0.5,-1.5,-0.6,-0.4,-3,-6,3
O=C(NCc1cccs1)c1cc(-c2ccc(O)cc2)on1,13,15,-17,102,0.4,3.5,0.9,-2.2,2,-3,11
CS(=O)(=O)N1CCN(C(=O)Cc2ccccc2)CC1,5,14,-15,109,1.2,2.4,1.3,-0.3,-7,3,2
CCCSc1nnc(Cn2c(=O)sc3ccccc32)n1C,2,-46,-4,102,4.4,-0.9,2.4,0.4,-10,0,-2
COc1cccc(CN2CCC(C(=O)Nc3ccc(-c4cccc(C)c4)cc3)CC2)c1O,-9,-13,8,129,3.8,-1.0,0.9,2.7,5,-8,-13
O=C1C2CC=CCC2C(=O)N1n1cnnc1 (stereo unspecified),-7,-1,-1,99,3.3,-0.2,1.2,-3.2,5,-7,16
O=c1ccc(S(=O)(=O)N2CCCC2)cn1Cc1nc(-c2ccc(F)cc2)no1,-1,3,nt,101,nt,nt,2.1,-0.7,-7,0,5
O=C(CNS(=O)(=O)c1ccc(Br)s1)N1CCCC1,-2,0,56,nt,2.4,2.0,1.4,-2.3,-4,-14,10
Cc1ccc(C2Nc3ccccc3NC3=C2C(=O)CC(C)(C)C3)c(O)c1 (stereo unspecified),-5,6,1,98,3.2,0.2,3.9,-1.5,-3,-1,7
Nn1c(Cc2ccc(Br)cc2)n[nH]c1=S,-20,8,-5,96,1.4,0.0,2.9,-1.7,3,0,8
Cc1ccc(NC(=O)CCC(=O)OCCCC(F)(F)C(F)(F)F)cc1,-16,-11,24,109,3.6,-0.6,3.3,6.0,-3,0,-25
CCCC(=O)N(Cc1cc(=O)[nH]c2ccccc12)c1ccccc1OC,-12,1,-17,97,-0.7,-0.3,0.8,-0.9,2,1,4
C=CCn1c(CCNC(=O)c2ccccc2F)nnc1SCc1nc2ccccc2c(=O)[nH]1,-5,15,6,95,-0.4,-0.8,3.4,-1.4,5,-6,8

# Arranged by the number under MOR-DOR inv ag (ascending): some entries from above.
canonical_smiles	MOR-DOR inv ag
COc1ccc(C(=O)NC(C(=O)NCC2(N3CCCCC3)CCCCC2)C(C)C)cc1 (stereo unspecified)	2
O=C(Nc1ccncc1)c1ccc(Br)cc1	6
CC(C)CNC(=O)CSc1nnc2ccccn12	7

# Further structures follow.
SMILES,Arrestin-AP2 inh,PfHsp90 set2,Mot1-301 SUMO,DSG3 Ab inh,AddAB inh,E coli growth,phage Ecoli inh,OPRM1-OPRD1 ag,Tat export inh,PKA-R1A act,MOR-DOR inv ag
O=C(Cn1cc(S(=O)(=O)Cc2cccc([N+](=O)[O-])c2)c2ccccc21)N1CCOCC1,-4,-17,-9,97,1.3,0.2,1.9,-4.5,-9,-5,23
O=C(COc1cc(F)ccc1[N+](=O)[O-])Nc1ccc(N2CCCCC2)cc1,3,nt,228,107,4.1,1.4,3.3,-0.1,-8,-4,0
Cc1cc(C)c(S(=O)(=O)Nc2ccc3c(c2)CCC3)c(C)c1,-2,-6,135,100,0.9,1.6,4.1,8.1,17,-7,-49
O=C(CC1(CC2=NS(=O)(=O)c3ccccc3N2)CCCC1)NCCc1ccccc1,6,6,614*,104,-0.6,-1.6,1.4,-1.7,-3,-2,9
CCC(CO)NCC(O)COCc1ccc2c(c1)OCO2 (stereo unspecified),-12,-5,41,96,0.7,1.8,5.0,-1.6,7,0,8
O=C1c2ccccc2C(=O)N1C1C(=O)N2CCSC12C(=O)OCc1ccccc1 (stereo unspecified),5,5,nt,101,nt,nt,1.6,-4.6,-1,-5,20
N#Cc1cc2ccccc2nc1SCc1cccnc1,-8,-35,nt,101,2.2,0.2,0.9,-0.3,-21,-2,2
Cn1nnnc1Sc1ncnc2scc(-c3ccc(C#N)cc3)c12,0,nt,-20,108,-1.1,-1.2,-0.6,-1.5,-6,3,8
COc1ccccc1OCCNC(=O)CCC(=O)N1CCOCC1,6,2,nt,103,nt,nt,4.6,1.4,-1,-3,-9
COc1cc(/C=C2\S/C(=N/S(=O)(=O)c3ccccc3)NC2=O)c([N+](=O)[O-])cc1OC,5,-35,-10,99,0.2,0.0,0.8,-1.2,-5,-11,6
NS(=O)(=O)c1ccc(CCNC(=O)CNCCc2ccccc2)cc1,-3,-16,23,115,-2.1,-1.6,1.5,-0.4,-8,0,2
O=C(Nc1ccccc1C(=O)O)c1cccc(NC(=O)c2ccccc2Cl)c1,-11,-1,-18,104,1.2,0.4,4.2,-2.6,-5,6,13
O=C(O)c1cc(NC(=O)C2CCCO2)cc(NC(=O)C2CCCO2)c1 (stereo unspecified),nt,15,4,107,-0.3,-2.0,1.9,3.3,7,-10,-20
CCOC(=O)Cc1csc(NC(=O)c2c(-c3ccccc3)noc2C)n1,3,14,7,101,-0.2,0.3,0.4,0.7,1,3,-4
Cc1c(C(=O)N2CCCC2)c(S(=O)(=O)NCC(C)c2ccccc2)c(C)n1C (stereo unspecified),0,12,12,108,3.5,0.5,-0.4,-2.4,-1,-10,12
Cc1nnc(SCC(=O)NN2C(=O)NC3(CCCCC3)C2=O)s1,-3,-12,415,91,1.9,0.9,0.9,-0.8,-7,-2,4
CCn1c(Cc2ccccc2)nnc1SCC(=O)N1CCCCC1,5,nt,-12,97,3.7,0.5,2.5,-1.6,4,-5,9
C#CCSc1nnc(-c2ccc(OC)cc2)o1,25,-6,-2,101,1.0,-2.4,3.5,0.3,1,9,-2
Cc1nc(C(=O)Nc2ccc(F)cc2)nn1-c1ccc([N+](=O)[O-])cc1,-6,-5,62,nt,-0.6,-3.2,1.7,0.2,0,0,-1
N#Cc1ccc(Oc2ccc(/C=N/O)cn2)cc1,-12,nt,4,107,1.6,-0.5,3.6,-3.5,3,11,17
Oc1ccccc1OCc1nc2ccccc2s1,13,2,-45,104,3.4,2.0,1.4,-3.6,10,-14,18
CCOC(=O)/C(=N/Nc1ccccc1)Sc1nnc(CCc2ccccc2)n1-c1ccccc1,-1,-17,1,80,1.5,1.3,2.6,-0.1,10,6,1
C=CCN1C(=O)/C(=C/c2ccc(OC)cc2)S/C1=N/c1nccs1,-11,-16,413,124,0.8,0.0,3.0,-1.8,0,-9,10
COc1cc2nc(N(CCCN(C)C)C(=O)c3ccc(C(=O)c4ccccc4)cc3)sc2cc1OC,1,-41,-8,105,4.9,-3.5,0.2,-4.2,3,-12,21
CC(=O)c1c(C)[nH]c(C(=O)Nc2ccccc2Cl)c1C,10,-11,-1,95,2.7,-2.5,1.5,0.2,1,5,-1
# Carrying on.
SMILES,Arrestin-AP2 inh,PfHsp90 set2,Mot1-301 SUMO,DSG3 Ab inh,AddAB inh,E coli growth,phage Ecoli inh,OPRM1-OPRD1 ag,Tat export inh,PKA-R1A act,MOR-DOR inv ag
O=P(CCN1CCCCC1)(c1ccccc1)c1ccccc1,-3,nt,-22,nt,3.5,-0.2,-0.8,-0.8,3,-4,4
CC1CCN(c2ccc([N+](=O)[O-])c(SCCO)c2)CC1,-17,14,9,99,0.8,0.4,-1.5,nt,-4,nt,nt
COc1ccc(OC)c(NC(=O)Cn2c(-c3ccc(Cl)cc3)noc2=O)c1,3,nt,-22,104,-0.7,-0.8,1.2,2.6,-4,3,-13
COc1ccc(Cc2nnc(NC(=O)c3ccccc3Cl)s2)cc1OC,-3,-6,-6,107,5.3,0.0,0.1,-1.6,19,-2,8
CCN(C(=O)CN1C(=O)c2ccc([N+](=O)[O-])cc2C1=O)C1CCCCC1,4,6,0,101,-0.2,-0.2,2.6,3.0,18,14,-16
CC(C)(C)OC(=O)NCc1ccc(NC(=O)c2nc[nH]c2C(=O)NCCNC(=O)c2[nH]cnc2C(=O)Nc2ccc(CNC(=O)OC(C)(C)C)cc2)cc1,0,-10,-25,94,4.0,1.2,nt,-2.0,2,0,11
COc1cc(SC)ccc1C(=O)OCC(=O)N1CC(=O)Nc2ccccc21,9,nt,6,94,0.2,-0.4,3.8,-2.3,-5,3,12
O=C(Nc1nc(-c2nc3ccccc3s2)cs1)C1COc2ccccc2O1 (stereo unspecified),13,2,9,101,-0.8,-1.4,0.2,3.7,13,-1,-21
C/C(=N\NC(=O)C1CC1)c1ccc(C(C)(C)C)cc1,34,6,3,107,nt,nt,1.5,2.1,-5,5,-9
